Bioassay records deposited in PubChem by several laboratories.
OX1R antag-1 = antagonists of human orexin 1 receptor | O43613 | CHO/OX1R cells, Fluo-8 calcium fluorescence, orexin A | inhibition, % at 5 µM | 330,000 compounds, 0.43% hits | AID 434989;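 active = inhibition above its plate's threshold, mean inhibition of all tested compounds on the plate plus 3 SD, cut at about 37% in these data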;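 also: 0% = orexin A challenge wells and 100% = SB-334867-A antagonist wells; not every result past the cut was called active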
Target sequence (O43613 whole entry, looked up): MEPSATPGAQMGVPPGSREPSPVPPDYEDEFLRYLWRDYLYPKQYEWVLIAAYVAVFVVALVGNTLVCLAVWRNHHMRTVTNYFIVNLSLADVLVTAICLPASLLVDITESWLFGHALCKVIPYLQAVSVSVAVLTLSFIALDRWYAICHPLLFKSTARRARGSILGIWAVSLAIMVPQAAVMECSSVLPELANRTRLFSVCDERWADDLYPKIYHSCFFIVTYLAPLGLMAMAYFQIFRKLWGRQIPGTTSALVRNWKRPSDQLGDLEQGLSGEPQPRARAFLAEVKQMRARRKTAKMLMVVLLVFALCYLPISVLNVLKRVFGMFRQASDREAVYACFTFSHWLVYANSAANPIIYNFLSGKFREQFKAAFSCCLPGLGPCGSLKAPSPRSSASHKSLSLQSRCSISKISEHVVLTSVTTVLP
OX1R antag-2 = OX1R (human) antagonism | OX1R-expressing cells, FRET antagonist read-out | O43613 | inhibition, % at 6.6 µM | 330,000 compounds, 1.8% hits | AID 485270; in the data active = inhibition mostly above about 38%, no sharp cut-off; inactive = mostly below about 40%;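 also: 0% = agonist challenge alone and 100% = reference antagonist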
STK33 inh = human STK33 kinase inhibition. inhibition, % at 10 µM. Q9BYT3. purified STK33, MBP phosphorylation, ADP-Glo luminescence. 320,000 compounds, 0.073% hits;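 active = inhibition at or above 25%, using the most active replicate where run in duplicate; inactive = inhibition below 25%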
Target sequence (Q9BYT3 whole entry, looked up): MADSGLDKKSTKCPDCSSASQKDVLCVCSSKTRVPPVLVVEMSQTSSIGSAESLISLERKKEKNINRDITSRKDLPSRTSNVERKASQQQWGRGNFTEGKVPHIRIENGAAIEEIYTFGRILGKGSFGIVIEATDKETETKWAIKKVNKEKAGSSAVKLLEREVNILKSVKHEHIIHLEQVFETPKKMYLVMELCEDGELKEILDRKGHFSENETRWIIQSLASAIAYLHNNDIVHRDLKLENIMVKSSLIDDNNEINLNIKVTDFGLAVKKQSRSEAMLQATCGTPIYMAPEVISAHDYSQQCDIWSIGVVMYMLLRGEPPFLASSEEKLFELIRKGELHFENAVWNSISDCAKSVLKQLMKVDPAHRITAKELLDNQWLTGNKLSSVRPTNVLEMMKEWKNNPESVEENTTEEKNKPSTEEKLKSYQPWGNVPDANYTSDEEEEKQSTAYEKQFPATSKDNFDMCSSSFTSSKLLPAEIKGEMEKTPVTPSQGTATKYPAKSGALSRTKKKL
Active calls of the source: *.

For CC(C)c1ccc(C2C3CSCC=C3C(C#N)=C(N)C2(C#N)C#N)cc1 (stereo not given) the results were OX1R antag-1 -14, OX1R antag-2 22 and STK33 inh 0.2.
`COc1ccc(C(=O)/C=C/N(C)C)cc1OC` gave OX1R antag-1 -6, OX1R antag-2 19 and STK33 inh -0.5.
Screening CCOC(=O)C1=C(C)NC(=O)NC1c1ccc(OC)c(Cl)c1 (stereo not given) returned OX1R antag-1 -2, OX1R antag-2 -1 and STK33 inh -3.0.
For OCC1(Cc2ccc(F)cc2F)CCCN(Cc2ccc(Cl)cc2)C1 (stereo not given) the results were OX1R antag-1 -45, OX1R antag-2 4 and STK33 inh -0.7.
CC1CCCN(C(=O)c2cc(S(=O)(=O)N3CCCCC3)c[nH]2)C1 (stereo not given) was read as OX1R antag-1 -30, OX1R antag-2 5 and STK33 inh -0.7.
For COc1ccc(S(=O)(=O)N2CCCC(C(=O)Nc3cccnc3)C2)cc1Cl (stereo not given) the results were OX1R antag-1 -8, OX1R antag-2 14 and STK33 inh -1.5.
Screening O=C(NCCCN1CCN(Cc2ccccc2)CC1)C1CCN(S(=O)(=O)N2CCC3(CC2)OCCO3)CC1 returned OX1R antag-1 -6, OX1R antag-2 28 and STK33 inh 1.2.
For COc1cccc2c(=O)cc(C)n(CC(=O)Nc3ccccc3C)c12 the results were OX1R antag-1 -22, OX1R antag-2 10 and STK33 inh 0.5.
Screening O=C(CCCC(=O)N(c1ccc2c(c1)OCCO2)C(C(=O)NC1CCCCC1)c1ccc(F)cc1)Nc1ccccn1 (stereo not given) returned OX1R antag-1 -22, OX1R antag-2 26 and STK33 inh -1.2.
`Cc1occc1-c1nnc(SCC(=O)N2CCc3ccccc32)o1` gave OX1R antag-1 -14, OX1R antag-2 42 and STK33 inh 0.3.
For Cc1ccccc1Cn1nc(C)c(NC(=O)c2nc3n(n2)C(C(F)F)CC(C)N3)c1C (stereo not given) the results were OX1R antag-1 -6, OX1R antag-2 8 and STK33 inh -1.2.
For CCC(=O)Nc1c(C(=O)N2CCN(c3ccccn3)CC2)cnn1-c1ccc(C)cc1 the results were OX1R antag-1 -12, OX1R antag-2 13 and STK33 inh 0.2.
`O=C(CSc1nc2ccccc2c(=O)n1-c1ccc(F)cc1)NCc1ccco1` gave OX1R antag-1 -12, OX1R antag-2 6 and STK33 inh -0.6.
For COCCn1nnnc1SCC(=O)c1ccc(F)cc1 the results were OX1R antag-1 -9, OX1R antag-2 27 and STK33 inh -1.0.
CC(CNS(=O)(=O)c1cc(Cl)ccc1Cl)CN(C)C (stereo not given) was read as OX1R antag-1 0, OX1R antag-2 6 and STK33 inh -0.2.

Copied from the entries so far for reference:
For CC(C)c1ccc(C2C3CSCC=C3C(C#N)=C(N)C2(C#N)C#N)cc1 (stereo not given) the results were OX1R antag-1 -14, OX1R antag-2 22 and STK33 inh 0.2.
`COc1ccc(C(=O)/C=C/N(C)C)cc1OC` gave OX1R antag-1 -6, OX1R antag-2 19 and STK33 inh -0.5.
Screening CCOC(=O)C1=C(C)NC(=O)NC1c1ccc(OC)c(Cl)c1 (stereo not given) returned OX1R antag-1 -2, OX1R antag-2 -1 and STK33 inh -3.0.

Remaining list, next part
For Cc1ccc(-c2cc(-c3ccccc3)no2)cc1 the results were OX1R antag-1 -13, OX1R antag-2 36 and STK33 inh -0.6.
`Cn1c(=O)[nH]c2c(nc(-c3ccc(Cl)cc3)n2C)c1=O` gave OX1R antag-1 -20, OX1R antag-2 -1 and STK33 inh -2.1.
Screening CCOc1ncccc1C(=O)NCc1ccc(C)cc1 returned OX1R antag-1 -8, OX1R antag-2 6 and STK33 inh -0.9.
For Cn1c(SCC(=O)Nc2ccc(F)cc2)nnc1C1CC1 the results were OX1R antag-1 -6, OX1R antag-2 12 and STK33 inh -0.1.
`CCOc1ccc(NC(=O)CNC(=O)COc2ccccc2)cc1` gave OX1R antag-1 -3, OX1R antag-2 11 and STK33 inh -1.5.
O=C1C(Cc2ccccc2)Nc2ncnc(N3CCN(c4ccccc4)CC3)c2N1Cc1ccc(Br)cc1 (stereo not given) was read as OX1R antag-1 -25, OX1R antag-2 5 and STK33 inh -0.8.
Cc1ccc(C(=O)Nc2ccc(-c3csc(C)n3)cc2)cc1 was read as OX1R antag-1 -15, OX1R antag-2 10 and STK33 inh 0.3.
C=CCNc1c2c(nc3nnnn13)CCCC2 was read as OX1R antag-1 -3 and OX1R antag-2 24.
For O=C(CN(c1cccc([N+](=O)[O-])c1)S(=O)(=O)c1ccccc1)N(Cc1ccccc1)Cc1ccccc1 the results were OX1R antag-1 29, OX1R antag-2 24 and STK33 inh -1.2.
For COC(=O)Nc1nc2ccc(C(=O)c3ccc(F)cc3)cc2[nH]1 the results were OX1R antag-1 6, OX1R antag-2 15 and STK33 inh -0.3.
Screening Cc1ccc(N2CC(C(=O)NCCS(=O)(=O)N3CCN(c4ccc(F)cc4)CC3)CC2=O)cc1 (stereo not given) returned OX1R antag-1 -21, OX1R antag-2 3 and STK33 inh 0.5.
`Cc1ccc(OCCCn2cc(C#N)c3ccccc32)cc1` gave OX1R antag-1 -33, OX1R antag-2 12 and STK33 inh -1.2.
For COCCCNC(=O)c1ccc(S(=O)(=O)c2ccc(C)cc2)c(NC(C)=O)c1 the results were OX1R antag-1 -34, OX1R antag-2 -8 and STK33 inh -1.9.
Screening Cc1ccc(NC(=O)N2CCCc3ccccc32)cc1 returned OX1R antag-1 -2, OX1R antag-2 8 and STK33 inh -0.4.
`Clc1ccccc1OCc1nn[nH]n1` gave OX1R antag-1 -18, OX1R antag-2 7 and STK33 inh 0.7.
`O=C1CCCC2=C1C(O)(C(F)(F)F)C(=O)N2Cc1ccccc1` (stereo not given) gave OX1R antag-1 -6, OX1R antag-2 9 and STK33 inh -0.7.
Screening COc1ccc(S(=O)(=O)Nc2ccccc2C(=O)N2CCOCC2)cc1OC returned OX1R antag-1 -17, OX1R antag-2 6 and STK33 inh -2.0.
O=C(Cn1cncn1)N/N=C/c1ccccc1O was read as OX1R antag-1 1, OX1R antag-2 11 and STK33 inh -0.3.
Screening Cc1n[nH]c(C)c1S(=O)(=O)N1CCN(C2CCCCC2)CC1 returned OX1R antag-1 -14, OX1R antag-2 25 and STK33 inh 0.2.
For CN(C(=O)c1cccc(C#N)c1)c1nnc(-c2cnccn2)s1 the results were OX1R antag-1 -19, OX1R antag-2 6 and STK33 inh -2.7.
`CCN(CC)c1cc2nc(C)n(Cc3ccccc3)c(=O)c2cc1NC(=O)C1CC1` gave OX1R antag-1 -21, OX1R antag-2 35 and STK33 inh -0.7.
For O=C(O)Cc1cc(I)c(Oc2ccc(O)c(I)c2)c(I)c1 the results were OX1R antag-1 17, OX1R antag-2 25 and STK33 inh -2.8.
Screening COc1ccc(CSc2nnnn2C)cc1F returned OX1R antag-1 -3, OX1R antag-2 10 and STK33 inh -1.1.
`Cc1ccc(-c2ccc(/C=C3\C(=O)ON=C3c3ccccc3)o2)c([N+](=O)[O-])c1` gave OX1R antag-1 3, OX1R antag-2 22 and STK33 inh -0.2.
For CCOc1ccc(N(CC(=O)O)S(=O)(=O)c2ccc(F)cc2)cc1 the results were OX1R antag-1 -3, OX1R antag-2 8 and STK33 inh -1.3.
`O=C(CCc1nnc(CCCCc2ccccc2)o1)NCCC1CCCCO1` (stereo not given) gave OX1R antag-1 -29, OX1R antag-2 20 and STK33 inh -1.7.
`COc1ccc(/C=N\NS(=O)(=O)c2ccc(C)cc2)cc1COc1ccccc1[N+](=O)[O-]` gave OX1R antag-1 0, OX1R antag-2 9 and STK33 inh -3.9.
`Cc1ccc(C)c(N2C(=O)CN=C2Nc2ccccc2Cl)c1` gave OX1R antag-1 -13, OX1R antag-2 1 and STK33 inh -0.7.
For COc1cc(C(=O)Nc2ccc(C)cc2C(NCC(=O)NN)c2ccccc2)cc(OC)c1OC (stereo not given) the results were OX1R antag-1 -21, OX1R antag-2 5 and STK33 inh -0.3.
Screening CCOCC(=O)Nc1ccc(F)c(F)c1 returned OX1R antag-1 -14, OX1R antag-2 6 and STK33 inh -0.1.
For COc1ccc(S(=O)(=O)N2CCCCCC2)cc1C(=O)N(C)Cc1c(F)cccc1Cl the results were OX1R antag-1 -3, OX1R antag-2 10 and STK33 inh -0.3.
`Cc1nc2ccc(S(=O)(=O)Nc3cccc(-c4nc5cccnc5s4)c3)cc2s1` gave OX1R antag-1 -18, OX1R antag-2 19 and STK33 inh -2.4.
O=C(c1cccc(-c2ccccc2F)c1)N1CC[C@@H](N2CCC(O)CC2)[C@H](O)C1 was read as OX1R antag-1 -13, OX1R antag-2 10 and STK33 inh -0.6.
Screening CCCCN1CCC(COC(=O)c2cc(Cl)c(N)c3c2OCCO3)CC1 returned OX1R antag-1 -4, OX1R antag-2 14 and STK33 inh 1.0.
For CC1=C([N+](=O)[O-])C(c2ccc(Cl)cc2)NC(=O)N1 (stereo not given) the results were OX1R antag-1 -14, OX1R antag-2 12 and STK33 inh -1.1.
`Cc1csc(=NC(=O)c2ccccc2)n1CCO` gave OX1R antag-1 -8, OX1R antag-2 13 and STK33 inh -0.2.
`CC(CN1CCCCC1)OC(=O)Cc1ccc(Cl)cc1` (stereo not given) gave OX1R antag-1 -5, OX1R antag-2 6 and STK33 inh -1.7.
`CC(NC(=O)CN(C)CC(=O)Nc1cccc(F)c1)c1ccccc1` (stereo not given) gave OX1R antag-1 4, OX1R antag-2 5 and STK33 inh 0.3.
O=C1CN(C(=O)/C=C/c2ccco2)c2ccccc2N1 was read as OX1R antag-1 -4, OX1R antag-2 6 and STK33 inh -0.3.
`CCc1nnc(NC(=O)CSc2nc(C)nc3c2c(=O)n(C)c(=O)n3C)s1` gave OX1R antag-1 -31, OX1R antag-2 19 and STK33 inh -1.4.
Screening COC(=O)c1[nH]c2c(c1C)C(=O)CC(c1ccc(OC)cc1)C2 (stereo not given) returned OX1R antag-1 -20, OX1R antag-2 4 and STK33 inh -0.2.
Screening COc1ccc(/C=C(\NC(=O)c2ccc(C)cc2)C(=O)NCCN2CCOCC2)cc1 returned OX1R antag-1 -9, OX1R antag-2 14 and STK33 inh -1.2.
For CCOc1c2ccc(C(=O)N[C@H](C)C3CCCCC3)cc2nn1CCOC the results were OX1R antag-1 -5, OX1R antag-2 15 and STK33 inh 0.0.
For Cc1noc(C)c1C(=O)Nc1ccc(F)c(F)c1 the results were OX1R antag-1 -1, OX1R antag-2 35 and STK33 inh 5.9.
COc1ccc(NS(=O)(=O)c2ccc3c(c2)N(C(C)=O)CCO3)c(OC)c1 was read as OX1R antag-1 -18, OX1R antag-2 1 and STK33 inh 0.9.
`CCc1nnc(NC(=O)c2cc(S(=O)(=O)N(C)c3ccc(OC)cc3)ccc2Cl)s1` gave OX1R antag-1 -38, OX1R antag-2 32 and STK33 inh -2.8.
Screening CC1CCCC(NC(=O)COC(=O)CCSc2ccccc2)C1C (stereo not given) returned OX1R antag-1 -11, OX1R antag-2 5 and STK33 inh -2.4.
For Cc1nn(C)c(Oc2ccc(Cl)cc2)c1C(=O)Nc1ccc(F)cc1F the results were OX1R antag-1 -26, OX1R antag-2 1 and STK33 inh -2.7.
Cc1ccc(Cn2nnc3c(=O)[nH]c(C4CCCN(S(=O)(=O)c5ccccc5)C4)nc32)cc1 (stereo not given) was read as OX1R antag-1 -45, OX1R antag-2 0 and STK33 inh -0.1.
`CC(=O)N1C(=S)NC(=O)/C1=C1/C(=O)N(CC(=O)Nc2cccc(C)c2)c2ccccc21` gave OX1R antag-1 -4, OX1R antag-2 15 and STK33 inh -1.9.
Screening COC(=O)c1nc(N)sc1-c1ccc(Cl)c(Cl)c1 returned OX1R antag-1 -21, OX1R antag-2 27 and STK33 inh -2.2.
Screening CC(C)(C)NC(=O)C[C@H]1C[C@H](C(=O)N2CCCCC2)[C@@]2(C)c3[nH]c4cc(-c5ccco5)ccc4c3CCN2C1=O returned OX1R antag-1 0 and OX1R antag-2 6.
For Cc1ccc(CN2CCN(/N=C/c3cc([N+](=O)[O-])ccc3Cl)CC2)cc1 the results were OX1R antag-1 -30, OX1R antag-2 25 and STK33 inh 0.1.
`CC(=O)Oc1ccc(C(=O)Nc2ccccc2C(=O)Nc2ccc(C(=O)O)cc2)cc1` gave OX1R antag-1 -11, OX1R antag-2 22 and STK33 inh 1.0.
`O=C(OCCCN=C1NS(=O)(=O)c2ccccc21)c1cccs1` gave OX1R antag-1 2, OX1R antag-2 21 and STK33 inh 0.1.
For Cc1nnc(SC2CC(=O)N(c3ccccc3)C2=O)s1 (stereo not given) the results were OX1R antag-1 -18, OX1R antag-2 10 and STK33 inh -1.2.

Gathered by group: the compounds so far containing a furan ring, fused or not (5)
`Cc1occc1-c1nnc(SCC(=O)N2CCc3ccccc32)o1` gave OX1R antag-1 -14, OX1R antag-2 42 and STK33 inh 0.3.
`O=C(CSc1nc2ccccc2c(=O)n1-c1ccc(F)cc1)NCc1ccco1` gave OX1R antag-1 -12, OX1R antag-2 6 and STK33 inh -0.6.
`Cc1ccc(-c2ccc(/C=C3\C(=O)ON=C3c3ccccc3)o2)c([N+](=O)[O-])c1` gave OX1R antag-1 3, OX1R antag-2 22 and STK33 inh -0.2.
O=C1CN(C(=O)/C=C/c2ccco2)c2ccccc2N1 was read as OX1R antag-1 -4, OX1R antag-2 6 and STK33 inh -0.3.
Screening CC(C)(C)NC(=O)C[C@H]1C[C@H](C(=O)N2CCCCC2)[C@@]2(C)c3[nH]c4cc(-c5ccco5)ccc4c3CCN2C1=O returned OX1R antag-1 0 and OX1R antag-2 6.
